# Bioassay records deposited in PubChem by National Center for Advancing Translational Sciences (NCATS).
# HCMV antiviral: blocks human cytomegalovirus replication | HFF cells, HCMV-luciferase reporter, 72 h; stronger effect = lower value | activity change, negative = inhibition, % at 57.5 µM | hit rate 4.5% among 410,000 | AID 1259415; in the data active = activity change below about -60%; inconclusive = no clear call, values can overlap the other calls; inactive = above about -39%
#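 Screen run at 2 compound doses on HFFs infected with reporter HCMV, MOI 1 PFU/cell. Luciferase activity from cell lysates at 72 h post infection gave inhibition relative to buffer-only and Salinomycin wells.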
# HCV inh: HCV inhibition; hit rate 3.4% among 340,000; Potency, µM (top dose mostly 41.8 µM), for the others: top-dose activity change, negative = inhibition, hits mostly inhibitors; AID 651820; Huh7.5.1 HCVcc-Cre infection, luciferase reporter, 44 h; also: potency is read from the fitted curve at half-maximal effect
#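 After 44 h co-culture of compound, cells and HCVcc-Cre (~0.5 moi), substrate is added for 15 min at room temperature and luciferase measured over 15 sec. Cells were seeded at 1,000/well and pre-cultured 4 h.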
# AmpC detergent: blocks E. coli AmpC beta-lactamase in detergent assay | Potency, µM (highest dose often 114 µM), without a hit: at the highest dose activity change, negative = inhibition, most hits filed as inhibitors | hit rate 0.041% among 370,000 | AmpC hydrolysis of nitrocefin, absorbance 480 nm, 0.01% Triton | AID 485294;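 also: potency is read from the fitted curve at half-maximal effect; 0% = no-compound wells and -100% = no-enzyme wells; nearly all actives have a fitted effect of over 25% in size; some results filed as inactive show a strong effect at the top dose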
# Target sequence (P00811 whole entry, looked up): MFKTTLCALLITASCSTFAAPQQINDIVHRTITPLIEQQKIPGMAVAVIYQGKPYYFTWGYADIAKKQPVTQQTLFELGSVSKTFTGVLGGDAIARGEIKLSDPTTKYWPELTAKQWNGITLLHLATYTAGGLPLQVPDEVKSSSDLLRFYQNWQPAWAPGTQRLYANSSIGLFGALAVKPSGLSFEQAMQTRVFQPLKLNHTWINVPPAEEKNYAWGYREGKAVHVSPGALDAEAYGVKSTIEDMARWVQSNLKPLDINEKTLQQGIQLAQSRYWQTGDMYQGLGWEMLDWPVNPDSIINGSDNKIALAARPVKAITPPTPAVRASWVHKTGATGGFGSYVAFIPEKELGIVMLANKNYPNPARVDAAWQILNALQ
#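 AmpC (5.3 nM in the dispensed reagent) in 20 mM phosphate pH 7.0 with 0.01% (detergent screen) or 0.0001% Triton X-100 was preincubated with compounds for 15 min at room temperature. Nitrocefin was then added from an 800 uM solution, and hydrolysis was followed at 480 nm.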
# TbPYK inhibitor: inhibitors of Trypanosoma brucei pyruvate kinase; hit rate 0.12% among 410,000; Q57TT1; TbPYK enzyme, Kinase-Glo Plus ATP luminescence, 45 min; Potency, µM (doses to about 76.8 µM), inactives show at the top dose activity, negative = inhibition, hits mostly inhibitors; also: potency is read from the fitted curve at half-maximal effect; nearly all actives have a fitted effect of over 50% in size
#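 Luminescent Kinase-Glo Plus end-point after 45 min room-temperature reaction of T. brucei pyruvate kinase started with 130 uM ADP (final). Buffer TEA 50 mM pH 7.2 with KCl, MgCl2, BSA, Tween-20; titration-based qHTS with fitted concentration-effect curves.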
# AMA1 RON2 block: inhibitors of Plasmodium falciparum AMA1-RON2 interaction; Potency, µM (top dose mostly 58.2 µM), for inactives: at the top dose activity change, negative = inhibition, usual class: inhibitors; AlphaScreen AMA1-biotinylated RON2 peptide binding; hit rate 0.2% among 360,000;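 also: potency is read from the fitted curve at half-maximal effect; 0% = vehicle wells and -100% = peptide control; nearly all actives have a fitted effect of over 45% in size; some results filed as inactive show a strong effect at the top dose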
#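 AMA1 (3D7) with his tag at 25 nM final met compounds first, then biotinylated RON2 peptide at 25 nM; detection used donor plus acceptor beads, 10 µg/mL apiece, read by AlphaScreen after 30 min at room temperature.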
# LmPK inhibitor: blocks Leishmania mexicana pyruvate kinase activity; purified LmPK, Kinase-Glo ATP luminescence, 1 h; Potency, µM (doses to about 57.5 µM), inactives show at the top dose activity change, negative = inhibition, actives largely listed as inhibitors; hit rate 0.37% among 290,000; also: potency is read from the fitted curve at half-maximal effect
# Target sequence (Q27686 whole entry, looked up): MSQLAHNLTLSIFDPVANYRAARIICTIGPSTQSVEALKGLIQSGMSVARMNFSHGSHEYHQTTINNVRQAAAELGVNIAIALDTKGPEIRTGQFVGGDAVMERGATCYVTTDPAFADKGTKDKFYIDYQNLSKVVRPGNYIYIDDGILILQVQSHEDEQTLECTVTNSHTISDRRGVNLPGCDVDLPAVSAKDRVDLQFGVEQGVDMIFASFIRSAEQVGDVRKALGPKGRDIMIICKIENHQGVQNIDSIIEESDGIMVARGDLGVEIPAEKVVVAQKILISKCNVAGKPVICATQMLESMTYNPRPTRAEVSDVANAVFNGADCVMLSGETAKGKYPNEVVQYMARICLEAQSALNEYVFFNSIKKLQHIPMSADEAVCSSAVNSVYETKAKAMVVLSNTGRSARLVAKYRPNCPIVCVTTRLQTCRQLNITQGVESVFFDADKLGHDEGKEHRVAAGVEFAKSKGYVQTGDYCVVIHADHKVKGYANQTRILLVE
#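 ATP generated from ADP (0.1 mM) and PEP (0.5 mM) by 0.1 nM LmPK over 1 h at room temperature (pH 7.2 imidazole buffer) was detected by coupled luciferase luminescence. Values were normalized to uninhibited and no-enzyme wells.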
# AmpC inh no detg: inhibitors of E. coli AmpC beta-lactamase without detergent; P00811; AmpC nitrocefin hydrolysis, absorbance 480 nm, 0.0001% Triton; Potency, µM (titrated, usually from 57.1 µM), for the others: top-dose activity change, negative = inhibition, hits mostly inhibitors; hit rate 0.52% among 330,000; AID 485341;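 also: potency is read from the fitted curve at half-maximal effect; plate controls were no compound for no effect and no enzyme for full effect; nearly all actives have a fitted effect of over 20% in size; some results filed as inactive show a strong effect at the top dose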
#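 20 mM phosphate pH 7.0 + 0.01% (detergent screen) or 0.0001% Triton X-100; 5.3 nM AmpC reagent; cpd preinc 15 min RT; nitrocefin (800 uM stock) to start; A480 q20 s × 4 min; Activity was normalised to no-enzyme and no-compound control wells.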
# Starred values were filed as active, the others as inactive; ? = inconclusive; . = no result given; & = joins results of further samples; [ ] = dose if it differs, or a comment. Unless noted, calls follow the shape of the dose curve; as a rule, active = well fitted curve in the direction sought with a large enough effect; inconclusive = small, poorly fitted or top-dose-only effect, or another doubt; inactive = no such curve, though single readings can be large; an effect the other way counts as inactive or inconclusive. Unless noted, % is scaled to controls: 0 for no effect and ±100 for the full control effect. An unsorted share of the library; overall some 7.5% were active at least once.
SMILES,HCMV antiviral,HCV inh,AmpC detergent,TbPYK inhibitor,AMA1 RON2 block,LmPK inhibitor,AmpC inh no detg
CCCC[C@]12Cc3cc(C#N)ccc3C(O1)c1c(cc(C)n(-c3ccccc3)c1=O)O2,.,.,?,.,.,-11%[11.5 µM],?
COc1ccc(Cl)cc1C(=O)C1CCCN(CCO)C1 (stereo unspecified),43,-24%,-8%,-4%,-13%,8%,34%
Cc1cccc2cc(CN(C(=O)c3cccc(Cl)c3)c3ccccc3)c(=O)[nH]c12,17,.,17%,0%,.,.,.
N#Cc1ccccc1OCC(O)CS(=O)(=O)c1ccccc1 (stereo unspecified),?,-9%,5%,-5%,-13%,1%,-4%
O=C(CCn1c(=O)c2cccn2c2ccc(F)cc21)NCCc1ccccc1,?,10µM*,-10%&-3%,-3%&1%,-2%,-7%,-29%
COCCCn1c(C)nc2c(c1=O)c1nc3ccccc3nc1n2CCc1ccccc1,.,3%,-5%,4%,9%,0%,-1%
Cn1cncc1C(=O)c1ccccc1,45,10%,-6%,-1%,-7%,-2%,-12%
N#Cc1ccc(S(=O)(=O)N2CCC(N3CCCCC3)CC2)cc1,-13,0%,-9%,-1%,-4%,-2%,-10%
CC1NC(=O)c2ccccc2-n2c1nc1cc(F)ccc1c2=O (stereo unspecified),3,8%,1%,.,.,.,-8%
Cc1ccc(S(=O)(=O)Nc2c(NC3CCCCC3)c3ccccc3oc2=O)c(C)c1,.,?,-1%,-4%,-10%,1%,-25%
O=C(N/N=C/c1cc(Br)c(O)c(Br)c1O)c1ccc2c(c1)OCCO2,-82*,?,-1%,-1%,-4%,7%,-24%
COC(=O)c1ccc(C(=O)OC)c(NC(=O)CSc2nc(-c3ccco3)cc(C(F)(F)F)n2)c1,-18,-5%,.,0%,2%,.,.
Cc1ccc2nc(NCCCO)nc(-c3ccccc3)c2c1,102,?,-7%,5%,2%,7%,71%[activator]
COc1ccc(S(=O)(=O)Nc2ccc3c(c2)C(=O)N([C@H](C)CO)C[C@H](C)[C@H](CN(C)Cc2ccc(C(=O)O)cc2)O3)cc1,-13,-2%,.,5%,-1%,.,-7%
CCOC(=O)c1c(C)c(C(=O)NCc2cccnc2)c(C)n1CC,-14,2%,-8%,1%,0%,5%,-2%
NC(=O)c1cc(S(=O)(=O)N2CCN(c3cccc(Cl)c3)CC2)cs1,-4,6%,4%,0%,4%,4%,-20%
Cc1c([N+](=O)[O-])cc(C(=O)Nc2ccc(Cc3ccncc3)cc2)cc1[N+](=O)[O-],1,?,-7%,1%,-11%,3%,-34%
Cc1cccc2nnc(-c3ccccc3)n12,48,7%,.,10%,14%,.,.
CC(OC(=O)C1CCN(S(=O)(=O)c2ccc(Cl)cc2)CC1)C(=O)N1CCc2ccccc21 (stereo unspecified),15,-6%,-13%,2%,-5%,2%,-19%
O=C(CSC(=S)N1CCCC1)c1ccccc1,46,-7%,2%,1%,4%,-15%,-25%
CCCN(CCC)S(=O)(=O)c1ccc(C(=O)NCc2ccco2)cc1,-28,15%,5%,-9%,-8%,-2%,-8%
Cc1ccc(Oc2ccc(-c3nc(N)nc(N)n3)cc2)cc1,-26,-28%,3%,-11%,11%,2%,-7%
O=C(CN1C(=O)CSC1=O)NC1CCCCC1,71,1%,-13%,4%,-3%,-2%,-17%
COc1ccc2c3c([nH]c2c1)C1CC2C(CC(O)C(OC)C2C(=O)O)CN1CC3 (stereo unspecified),17,11%,0%,4%,2%,3%,-15%
CCCn1c(CN2CCN(C(=O)OCC)CC2)nc2cc(NC(=O)C(C)C)ccc21,-13,-16%,0%,-6%,23%,-1%,64%[activator]
Cc1ccc(Sc2cc(C(F)(F)F)nc(N(C)C)n2)cc1,-6,-1%,15%,6%,-7%,-1%,2%
Cc1cccc(-c2cc(C(=O)Nc3ccc4c(c3)OCCO4)c3ccccc3n2)c1,-37,?,-1%,0%,-3%,-5%,-14%
Cc1ccc2c(=O)c(C(=O)c3ccccc3)cn(CC(=O)Nc3ccccc3C)c2n1,9,.,16%,-3%,.,.,.
CCC(NC(=S)NC1CCCCC1)c1ccc(C)cc1 (stereo unspecified),.,.,-8%,.,.,7%,-35%
COc1cc(NC(=O)CCn2cnc3ccccc3c2=O)cc(OC)c1,17,.,2%,-6%,.,.,.
CCOC(=O)C1=C2c3ccc4ccccc4c3CC(C)(C)N2C(=O)C1=O,-18,-8%,-12%,8%,-29%,0%,-4%
CC1=C(C(=O)OCc2ccccc2)C(c2ccc(C(F)(F)F)cc2)NC(=O)N1CCCCCC(=O)O (stereo unspecified),-8,14%,?,4%,-6%,2%,-3%
O=C1NC(=O)N(Cc2ccco2)C(=O)/C1=C/c1ccc(-c2cccc([N+](=O)[O-])c2)o1,.,6%,?,?,?,6%,35µM*
CCOC(=O)C1=C(C)Nc2nc(SCC)[nH]c(=O)c2C1c1ccncc1 (stereo unspecified),78,?,-3%,-1%,19%,-2%,31%
Cc1ccsc1-c1nc(CN2CCN(C)C(=O)[C@@H]2C)c(C)o1,30,0%,-2%,-5%,-31%,12%,18%
COc1cccc(Nc2nnc(SCC3CCCCO3)s2)c1 (stereo unspecified),6,-1%,3%,4%,-7%,6%,-18%
Cc1ccc(C)c(N2CCN(C(=O)C3CCN(C(=O)c4cc5sccc5n4C)CC3)CC2)c1,?,.,-2%,1%,.,.,.
CCC(C)NC(=O)C1CCC(=O)N1Cc1ccc(C)cc1 (stereo unspecified),13,6%,1%,-3%,4%,1%,-11%
O=c1oc2c(CN3CCOCC3)c(O)c(Cl)cc2c2c1CCCC2,-25,26%,?,-2%,30%,-3%,-13%
NC(=O)c1cc(-c2ccccc2)nc(N2CCOCC2)n1,-5,5µM*,-2%,0%,11%,4%,?

# Whole records, looked up by structure. Order of values: HCMV antiviral, HCV inh, AmpC detergent, TbPYK inhibitor, AMA1 RON2 block, LmPK inhibitor, AmpC inh no detg
# CCOC(=O)C1=C2c3ccc4ccccc4c3CC(C)(C)N2C(=O)C1=O in the list: -18, -8%, -12%, 8%, -29%, 0%, -4%
# Cc1ccsc1-c1nc(CN2CCN(C)C(=O)[C@@H]2C)c(C)o1 in the list: 30, 0%, -2%, -5%, -31%, 12%, 18%
# NC(=O)c1cc(-c2ccccc2)nc(N2CCOCC2)n1 in the list: -5, 5µM*, -2%, 0%, 11%, 4%, ?
# O=C1NC(=O)N(Cc2ccco2)C(=O)/C1=C/c1ccc(-c2cccc([N+](=O)[O-])c2)o1 in the list: ., 6%, ?, ?, ?, 6%, 35µM*

# New compounds follow
SMILES,HCMV antiviral,HCV inh,AmpC detergent,TbPYK inhibitor,AMA1 RON2 block,LmPK inhibitor,AmpC inh no detg
O=[N+]([O-])c1cccc(CN2CCN(Cc3ccc(Cl)cc3)CC2)c1,-77*,10µM*,-2%,9%,?,7%,-1%
COc1ccc(-c2ccc(CN3C(C(C)C)C(=O)N(Cc4cn(CC5CCCCC5)nn4)CCS3(=O)=O)cc2)cc1 (stereo unspecified),11,.,.,-1%,-9%,.,.
C=CCN(CC(=O)NC1CC1)S(=O)(=O)c1cccc(C(F)(F)F)c1,28,-5%,.,2%,11%,.,-14%
O=C(c1cc(-c2ccc(Cl)cc2)on1)N(Cc1ccc(F)cc1)Cc1ccco1,-1,.,27%,-1%,.,.,.
COc1ccc(C(C)(NC(C)=O)c2nc(-c3cccc4cccnc34)cs2)cc1 (stereo unspecified),-21,.,.,-6%,0%,.,.
COc1ccccc1C1CC(c2ccc(Cl)cc2)Nc2nc(N)nn21 (stereo unspecified),3,-6%,?,-4%,-8%,5%,82%[activator]
CCC(c1nnnn1-c1ccc2c(c1)OCCO2)N1CCc2ccccc2C1 (stereo unspecified),22,.,.,-3%,-18%,.,.
Cc1c(NS(=O)(=O)c2cccc(C(=O)NCc3ccccc3)c2)c(=O)n(-c2ccccc2)n1C,76,8%,-8%,1%,-14%,1%,-10%
CCOC(=O)C1CCN(C(=S)NC(=O)c2cccs2)CC1,22,12%,-1%,-17%,64%[activator],-1%,-18%
CCCN(CC(=O)Nc1ccccc1C)C(=O)c1ccc(N2CCOCC2)c([N+](=O)[O-])c1,-13,3%,-9%,0%,0%,.,3%
COc1cccc(OC)c1C(=O)Nc1nnc(-c2ccc(F)cc2)s1,-29,-9%,?,-2%,-1%,1%,-17%
Cc1c(Cl)cccc1NC(=O)C(=O)NCCc1csc2nc(-c3ccccc3F)nn12,?,.,1%,2%,.,.,.
O=C(O)CCn1cnc2onc(-c3cc(F)cc(F)c3)c2c1=O,14,.,12%,-19%,.,.,.

# Filtered by structure: the entries above with a cyano group
SMILES,HCMV antiviral,HCV inh,AmpC detergent,TbPYK inhibitor,AMA1 RON2 block,LmPK inhibitor,AmpC inh no detg
CCCC[C@]12Cc3cc(C#N)ccc3C(O1)c1c(cc(C)n(-c3ccccc3)c1=O)O2,.,.,?,.,.,-11%[11.5 µM],?
N#Cc1ccccc1OCC(O)CS(=O)(=O)c1ccccc1 (stereo unspecified),?,-9%,5%,-5%,-13%,1%,-4%
N#Cc1ccc(S(=O)(=O)N2CCC(N3CCCCC3)CC2)cc1,-13,0%,-9%,-1%,-4%,-2%,-10%
